# Source: PubChem BioAssay (Broad Institute)
# Pf Dd2 inh: inhibitors of Plasmodium falciparum Dd2 growth | P. falciparum Dd2 growth, SYBR Green, 72 h; active compounds read low | activity change, % at 10 µM | actives 2.3% (n = 94,000); in the data active = activity change below about -80%
# KDM4C inh: KDM4C (human) demethylase inhibition; Q9H3R0; GST-KDM4C 2-372, H3K9me3 peptide, LANCE TR-FRET; inhibition, % at 12.5 µM; actives 0.15% (n = 96,000);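 active = mean replicate inhibition above about 25%, with at least 55% of replicates also reaching it, limit read from the data, passing the limit was not always enough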
# Target sequence (Q9H3R0 2-372 limits assumed): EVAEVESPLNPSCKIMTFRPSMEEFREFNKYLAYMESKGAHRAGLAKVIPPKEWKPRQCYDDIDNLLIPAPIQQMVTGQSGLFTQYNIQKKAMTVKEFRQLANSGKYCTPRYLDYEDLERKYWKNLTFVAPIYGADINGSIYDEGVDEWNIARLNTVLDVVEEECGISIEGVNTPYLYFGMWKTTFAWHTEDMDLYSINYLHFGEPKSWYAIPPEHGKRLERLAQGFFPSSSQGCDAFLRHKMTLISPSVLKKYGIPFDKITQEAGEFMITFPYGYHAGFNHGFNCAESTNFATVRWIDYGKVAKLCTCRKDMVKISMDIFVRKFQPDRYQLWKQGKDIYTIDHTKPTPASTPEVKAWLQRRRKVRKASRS
#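 Test system: N-terminal GST-fused human GASC-1 (KDM4C) fragment, residues 2-372; quantity: GASC-1 enzyme at 10 nM final in reaction; dosing: single dose; schedule: 30 min demethylation and 1 h detection at room temperature; signal: LANCE TR-FRET, excitation 340 nm, emissions 618 and 671 nm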
# T cruzi growth: blocks T. cruzi growth in NIH3T3 culture; T. cruzi beta-gal in NIH3T3, GalScreen luminescence, 90 h; inhibition, % at 8.34 µM; actives 5.9% (n = 77,000); AID 624255;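 active = mean inhibition above about 93%, with at least 55% of replicates each passing it, limit read from the data, passing the limit was not always enough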
# C diff HTS: C. difficile growth inhibition | growth activity, negative = inhibition, % at 16 µg/mL (by protocol) | actives 0.25% (n = 86,000) | Clostridium difficile clinical isolate growth, OD600, 24 h; active compounds read low;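 active = mean growth activity at or below -80% and every replicate also at or below -80%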;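 note: 0% = DMSO wells and -100% = levofloxacin 16 µg/mL wells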
# The depositor's hits bear a star; / = not tested or not shown; & = joins results of further samples.
No. | compound | Pf Dd2 inh | KDM4C inh | T cruzi growth | C diff HTS
1 | CN(C)C(=O)c1cccc(-c2ccc3c(c2)[C@@H]2[C@@H](CCN2C(=O)C2CCOCC2)[C@@H](CO)N3)c1 | 4.0 | 1.2 | 94.1 | 0.2
2 | CC(C)NC(=O)N(C)C[C@@H]1Oc2cc(-c3cccnc3)ccc2S(=O)(=O)N([C@@H](C)CO)C[C@H]1C | 20.9 | 1.7 | -3.7 | -1.3
3 | CCCN1C[C@@H](C)[C@@H](OC)CN(C)C(=O)c2cc(NS(=O)(=O)c3cn(C)cn3)ccc2OC[C@H]1C | 34.8 | 0.8 | -1.5 | /
4 | C[C@@H]1CCCCO[C@@H](CN(C)CC2CCCCC2)[C@H](C)CN([C@@H](C)CO)C(=O)c2cc(NC(=O)NC3CCCCC3)ccc2O1 | -56.0 | -1.8 | 98.8* | /
5 | CCN1[C@@H]2Cn3c(ccc(-c4ccncc4)c3=O)[C@H]1[C@@H](C(=O)NCCc1cn(C)cn1)[C@@H]2CO | 8.9 | -0.2 | 71.3 | 1.9
6 | O=C(C[C@@H]1CC[C@@H]2[C@H](COC[C@@H](O)CN2CCC(F)(F)F)O1)NCC1CCCCC1 | 11.3 | 1.0 | 64.8 | 3.6&-6.0
7 | COc1ccc(S(=O)(=O)Nc2cccc3c2O[C@H](CN(C)Cc2ccc(-c4ccccc4)cc2)[C@@H](C)CN([C@H](C)CO)C3=O)cc1 | -91.2* | -0.3 | / | 4.9
8 | O=C(C[C@H]1C=C[C@@H](NC(=O)CC2CC2)[C@@H](CO)O1)NCc1ccc(-c2ccccc2)cc1 | -11.5 | -0.3 | / | -9.4
9 | CS(=O)(=O)N1[C@@H]2c3ccc(-c4cccc(F)c4)c(=O)n3C[C@H]1[C@H](CO)[C@H]2C(=O)N1CCOCC1 | 7.5 | 0.3 | 10.0 | 1.2
10 | N#C[C@H]1[C@H](c2ccccc2C2=CCCCC2)[C@H](CO)N1S(=O)(=O)c1ccccc1 | -0.3 | -1.4 | / | -1.5
11 | Cc1ccc(S(=O)(=O)N[C@H]2CC[C@@H](CC(=O)NCc3ccncn3)O[C@@H]2CO)cc1 | 18.8 | 1.3 | -88.3 | /
12 | O=C(c1ccccc1)N1CC(=O)N2[C@H](CO)[C@@H](c3ccc(C#Cc4ccccc4)cc3)[C@@H]2C1 | -51.5 | 1.5 | / | -3.6

# An excerpt of these results, with values under each structure:
# Below each compound – Pf Dd2 inh | KDM4C inh | T cruzi growth | C diff HTS
1. CN(C)C(=O)c1cccc(-c2ccc3c(c2)[C@@H]2[C@@H](CCN2C(=O)C2CCOCC2)[C@@H](CO)N3)c1
 : 4.0 | 1.2 | 94.1 | 0.2
2. CC(C)NC(=O)N(C)C[C@@H]1Oc2cc(-c3cccnc3)ccc2S(=O)(=O)N([C@@H](C)CO)C[C@H]1C
 : 20.9 | 1.7 | -3.7 | -1.3
3. CCCN1C[C@@H](C)[C@@H](OC)CN(C)C(=O)c2cc(NS(=O)(=O)c3cn(C)cn3)ccc2OC[C@H]1C
 : 34.8 | 0.8 | -1.5 | /
4. C[C@@H]1CCCCO[C@@H](CN(C)CC2CCCCC2)[C@H](C)CN([C@@H](C)CO)C(=O)c2cc(NC(=O)NC3CCCCC3)ccc2O1
 : -56.0 | -1.8 | 98.8* | /
5. CCN1[C@@H]2Cn3c(ccc(-c4ccncc4)c3=O)[C@H]1[C@@H](C(=O)NCCc1cn(C)cn1)[C@@H]2CO
 : 8.9 | -0.2 | 71.3 | 1.9
6. O=C(C[C@@H]1CC[C@@H]2[C@H](COC[C@@H](O)CN2CCC(F)(F)F)O1)NCC1CCCCC1
 : 11.3 | 1.0 | 64.8 | 3.6&-6.0
7. COc1ccc(S(=O)(=O)Nc2cccc3c2O[C@H](CN(C)Cc2ccc(-c4ccccc4)cc2)[C@@H](C)CN([C@H](C)CO)C3=O)cc1
 : -91.2* | -0.3 | / | 4.9
8. O=C(C[C@H]1C=C[C@@H](NC(=O)CC2CC2)[C@@H](CO)O1)NCc1ccc(-c2ccccc2)cc1
 : -11.5 | -0.3 | / | -9.4
9. CS(=O)(=O)N1[C@@H]2c3ccc(-c4cccc(F)c4)c(=O)n3C[C@H]1[C@H](CO)[C@H]2C(=O)N1CCOCC1
 : 7.5 | 0.3 | 10.0 | 1.2
10. N#C[C@H]1[C@H](c2ccccc2C2=CCCCC2)[C@H](CO)N1S(=O)(=O)c1ccccc1
 : -0.3 | -1.4 | / | -1.5

# Further structures follow:
No. | compound | Pf Dd2 inh | KDM4C inh | T cruzi growth | C diff HTS
13 | Cc1noc(C)c1NC(=O)Nc1ccc2c(c1)C(=O)N([C@H](C)CO)C[C@@H](C)[C@H](CN(C)Cc1ccc(C(=O)O)cc1)OCCCC[C@@H](C)O2 | -15.5 | -1.4 | 36.6 | /
14 | Cc1ccc(S(=O)(=O)Nc2ccc3c(c2)C(=O)N([C@@H](C)CO)C[C@@H](C)[C@@H](CN(C)S(=O)(=O)c2cccs2)OCCCC[C@@H](C)O3)cc1 | / | -0.3 | / | -2.2
15 | COc1ccc(NC(=O)N(C)C[C@H]2OCCCC[C@@H](C)Oc3ccc(NS(=O)(=O)c4cccs4)cc3C(=O)N([C@H](C)CO)C[C@H]2C)cc1 | -53.1 | -2.1 | 50.7 | -6.0
16 | O=C(C[C@H]1CC[C@H](NS(=O)(=O)c2ccccc2)[C@H](CO)O1)NCc1ccc(Cl)c(Cl)c1 | -13.3 | 2.1 | -1.0 | -7.6
17 | CO[C@@H]1CN(C)C(=O)c2cc(NS(=O)(=O)c3cccc(F)c3)ccc2OC[C@H](C)N(Cc2cc(F)ccc2F)C[C@@H]1C | -48.7 | -1.7 | 82.3 | 2.9
18 | C[C@H](CO)N1C[C@H](C)[C@@H](CN(C)S(=O)(=O)c2ccc(Cl)cc2)Oc2ccc(NC(=O)Nc3ccccc3)cc2C1=O | -48.2 | 0.1 | 52.1 | -8.5
19 | COc1ccc2c3c([nH]c2c1)[C@@H](CO)N(C(=O)c1ccccn1)CC31CN(S(C)(=O)=O)C1 | 48.8 | 1.6 | / | -4.0
20 | C[C@@H]1CN([C@@H](C)CO)C(=O)c2cc(NS(=O)(=O)c3cccs3)ccc2O[C@@H](C)CCCCO[C@H]1CN(C)S(=O)(=O)c1cn(C)cn1 | 19.6 | 3.2 | 5.7 | 3.0
21 | C[C@H](CO)N1C[C@H](C)[C@@H](CN(C)C(=O)c2ccc3ccn(C)c3c2)OCc2cn(nn2)CCCC1=O | -13.3&-8.0 | -0.1 | 5.8&-14.2 | 2.0&-3.9
22 | O=C(C[C@H]1CC[C@H]2[C@@H](COC[C@H](O)CN2S(=O)(=O)c2ccccc2)O1)Nc1ccc(-c2ccccc2)cc1 | -42.8 | -0.2 | 94.6 | /
23 | COc1ccc(NC(=O)N2C[C@@H](O)COC[C@@H]3O[C@@H](CC(=O)N4CCCCC4)CC[C@H]32)cc1 | 2.6 | 0.5 | 35.5 | -1.6&-4.3
24 | CCCN(C)C[C@H]1OCc2cn(nn2)CCCC(=O)N([C@H](C)CO)C[C@H]1C | 18.4 | -0.5 | -5.3 | 2.9
25 | CC(C)C#Cc1ccc2c(c1)O[C@H](CN(C)C(=O)C1CCCCC1)[C@H](C)CN([C@H](C)CO)S2(=O)=O | -16.2 | -3.7 | 100.4* | 7.6
26 | C[C@H](CO)N1C[C@H](C)[C@H](CN(C)C(=O)C2CCCCC2)Oc2cc(C3=CCCC3)ccc2S1(=O)=O | -38.7 | -2.2 | 74.9 | -7.9
27 | CCCC(=O)Nc1ccc2c(c1)OC[C@@H](C)N(C(=O)c1cccnc1)C[C@H](C)[C@@H](OC)CN(C)C2=O | 5.8 | 8.0 | -14.6 | /
28 | C[C@H](CO)N1C[C@H](C)[C@@H](CN(C)C(=O)Nc2ccc(F)cc2)Oc2ccc(NC(=O)Cc3cn(C)c4ccccc34)cc2C1=O | -9.0 | -0.1 | 12.2 | 0.4
29 | COCc1cn(CC[C@@H]2CC[C@H](NC(=O)c3ccncc3)[C@@H](CO)O2)nn1 | -12.3 | -0.9 | -3.8 | /
30 | CO[C@@H]1CN(C)C(=O)c2ccc(NC(=O)c3ccc(F)cc3)cc2OC[C@@H](C)N(C)C[C@@H]1C | -26.8 | 1.4 | -104.3 | -0.2
31 | C[C@@H]1CN([C@H](C)CO)C(=O)c2cccc(NC(=O)Nc3ccc(C(F)(F)F)cc3)c2O[C@@H]1CN(C)C(=O)Nc1ccc2c(c1)OCO2 | -64.2 | -1.5 | 74.1 | 75.4
32 | CN1CCCCN2[C@H](CO)[C@H](c3ccc(-c4ccc(F)cc4)cc3)[C@H]2C1 | 14.6 | -1.8 | -3.7 | 4.4
33 | COc1ccc(NC(=O)N(C)C[C@@H]2Oc3c(NS(=O)(=O)c4ccccc4)cccc3C(=O)N([C@H](C)CO)C[C@@H]2C)cc1 | -22.5 | -1.0 | -2.9 | /
34 | COc1ccc2c3c(n(C)c2c1)[C@@H](CO)N(CC1CC1)CC31CCN(S(=O)(=O)c2cccs2)CC1 | -23.7 | / | / | 1.5
35 | C[C@@H]1CCCCO[C@H](CN(C)S(=O)(=O)c2ccc(F)cc2)[C@H](C)CN([C@@H](C)CO)C(=O)c2cc(NS(=O)(=O)c3cccs3)ccc2O1 | -50.1 | -1.1 | 88.0 | 22.3
36 | COc1ccc(CN(C)C[C@@H]2Oc3ccc(NC(=O)CCN4CCOCC4)cc3C(=O)N([C@H](C)CO)C[C@@H]2C)cc1 | -10.8 | -1.0 | -5.2 | -1.1
37 | Cc1noc(C)c1S(=O)(=O)N(C)C[C@@H]1OCCCC[C@@H](C)Oc2ccc(NC(=O)Nc3ccc(C(F)(F)F)cc3)cc2C(=O)N([C@H](C)CO)C[C@@H]1C | -44.1 | -0.4 | 91.1 | 6.5
38 | O=C(Nc1ccc(F)cc1)N1C[C@H]2[C@@H](c3ccccc31)[C@H](CO)N2C(=O)c1ccc(F)cc1 | -10.9 | -1.2 | 70.4 | 7.9
39 | COc1ccc(NC(=O)Nc2ccc3c(c2)C(=O)N([C@@H](C)CO)C[C@@H](C)[C@H](CN(C)S(=O)(=O)c2cccs2)O3)cc1 | 18.5 | -0.9 | -2.7 | -6.0
40 | C[C@@H]1CCCCO[C@@H](CN(C)S(=O)(=O)c2cn(C)cn2)[C@@H](C)CN([C@H](C)CO)C(=O)c2cc(NC(=O)Cc3ccccc3)ccc2O1 | -4.1 | -0.2 | -14.7 | -3.5
41 | C[C@H]1CN([C@@H](C)CO)C(=O)c2cc(C#CCN(C)C)cnc2O[C@@H]1CN(C)C(=O)Cc1cccnc1 | 24.8 | 4.0 | -19.9 | 3.0
42 | CO[C@H]1CN(C)C(=O)c2ccc(NC(=O)c3cccc(F)c3)cc2OC[C@@H](C)N(C)C[C@H]1C | -41.2 | 2.9 | -47.5 | /
43 | Cc1ccc(S(=O)(=O)N(C)C[C@@H]2OCCCC[C@@H](C)Oc3ccc(N(C)C)cc3C(=O)N([C@H](C)CO)C[C@@H]2C)cc1 | / | -1.5 | 12.4 | 1.7
44 | CC(C)NC(=O)N(C)C[C@@H]1OCCCC[C@@H](C)Oc2ccc(NC(=O)Nc3ccc(C(F)(F)F)cc3)cc2C(=O)N([C@H](C)CO)C[C@@H]1C | 3.6 | -0.4 | -8.4 | 8.7
45 | C/C=C/c1cnc2c(c1)C(=O)N([C@H](C)CO)C[C@@H](C)[C@H](CN(C)C(=O)Nc1ccc(F)cc1)O2 | 19.8 | 3.1 | / | -3.2
46 | COc1ccc(CN2C[C@@H](C)[C@@H](OC)CN(C)C(=O)c3cc(NC(C)=O)ccc3OC[C@@H]2C)cc1 | 10.8 | 0.3 | -34.2 | /
47 | C[C@H]1CN([C@@H](C)CO)C(=O)c2c(c3ccccc3n2C)-c2ccccc2CO[C@@H]1CN(C)C(=O)Cc1ccccc1 | -91.1* | -2.1 | 76.6 | 6.0
48 | CCCC(=O)Nc1ccc2c(c1)OC[C@@H](C)N(C(=O)CC1CC1)C[C@H](C)[C@@H](OC)CN(C)C2=O | 25.7 | -0.8 | 12.0 | /
49 | CNC(=O)C[C@H]1CC[C@H]2[C@@H](COC[C@@H](O)CN2C(=O)c2ccc3c(c2)OCO3)O1 | 12.9 | -1.3 | / | 0.4&-4.4
